SMN2 splice enh – increases expression of the SMN2 splice variant; Potency, µM (titrated, usually from 46.1 µM), without a hit: at the highest dose activity change, positive = activation, most hits filed as activators; hit rate 2.8% among 210,000; HEK293 SMN2-luciferase splicing reporter, luminescence, 30-36 h; note: % of control where 0% means no effect; nearly all actives have a fitted effect of over 55% in size
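HEK293 cells carry an SMN2 minigene-luciferase reporter in which exon 7 inclusion puts luciferase in frame. Cells were seeded at 2000 cells/well, attached for 10-12 hours, then exposed to compounds for 30-36 hours at 37C before ONE-Glo luminescence.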
RECQ1 helicase – RECQ1 (human) helicase inhibition. P46063. RECQ1 DNA unwinding, red fluorescence kinetic read. Potency, µM (highest dose often 57.3 µM), without a hit: at the top dose activity, negative = inhibition, most hits filed as inhibitors. hit rate 0.54% among 240,000;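 note: plate controls were vehicle for no effect and no enzyme for full effect; nearly all actives have a fitted effect of over 30% in size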
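RECQ1T1 50 nM; forked duplex (20 bp + 30-nt ss tails) 200 nM, ATP 2 mM final; pH 8.0, 2 mM MgCl2, 2.5 ug/ml poly(dI-dC); 15 min compound preincubation; discontinuous kinetic read over 2 h at RT.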
LMNA splice mod – LMNA splicing modulation. Potency, µM (top dose mostly 46.1 µM), for inactives: top-dose ratio change, negative = inhibition, actives largely listed as inhibitors. hit rate 0.01% among 200,000. HeLa LMNA splicing GFP/RFP minigene ratio, 48 h; active = well fitted inhibition curve with a large enough effect in the signal ratio, with a control signal flat, not every such curve was filed as active; inconclusive = small, poorly fitted or top-dose-only effect, or effect the other way, or a change in a side signal; the % refers to the signal ratio; note: % is set by controls: 0 for no effect and ±100 for the full control effect
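Read-out is the ratio of GFP to DsRed2 object intensity, acquired by 488 nm laser-scanning cytometry on HeLa lamin A-EGFP minigene reporter cells. Compound incubation 48 hrs at 37 °C in Opti-MEM with 2% FBS; DMSO 0.5% final.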
Tau fibril ThT – tau fibrillization inhibition (ThT binding); P10636; recombinant tau K18 P301L, heparin-induced fibrillization, ThT fluorescence; Potency, µM (series often up to 57.4 µM), inactives show at the highest dose activity, negative = inhibition, actives largely listed as inhibitors; hit rate 2.1% among 270,000; AID 1460; note: % is set by controls: 0 for no effect and ±100 for the full control effect; nearly all actives have a fitted effect of over 55% in size
Target sequence (P10636 561-689 P618L limits assumed): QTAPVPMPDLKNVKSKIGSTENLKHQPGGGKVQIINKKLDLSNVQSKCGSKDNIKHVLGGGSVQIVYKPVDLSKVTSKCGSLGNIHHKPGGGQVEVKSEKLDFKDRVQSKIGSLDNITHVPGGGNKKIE
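Using a mix of unlabeled (15 uM) and Alexa 594-labeled (0.24 uM) tau K18 P301L, heparin-triggered fibrillization over 6 hr at 37 C was scored by ThT fluorescence.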
KinaseGlo FLuc – blocks Kinase-Glo luciferase, a counter-screen artifact | hit rate 0.28% among 200,000 | Kinase-Glo luciferase, ATP luminescence, 8 min | Potency, µM (titrated, usually from 38.3 µM), for the others: top-dose activity change, negative = inhibition, usual class: inhibitors | Q27757; note: % is set by controls: 0 for no effect and ±100 for the full control effect; nearly all actives have a fitted effect of over 60% in size
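Kinase-Glo luciferase light output from ATP and luciferin was measured with 10 uM ATP, within the enzyme's linear range. Buffer: 50 mM imidazole pH 7.2, 50 mM KCl, 7 mM MgCl2, 0.01% Tween 20, 0.05% BSA; luminescence read after 8 min at ambient temperature.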
JMJD2E inh – JMJD2E (human) inhibition | B2RXH2 | JMJD2E catalytic domain, FDH-coupled NADH fluorescence (FDH is formaldehyde dehydrogenase) | Potency, µM (highest dose often 57.1 µM), for the others: at the highest dose activity change, negative = inhibition, hits mostly inhibitors | hit rate 1.6% among 230,000 | AID 2147; active = well fitted inhibition curve with a large enough effect, not every such curve was filed as active; inconclusive = small, poorly fitted or top-dose-only effect, or another doubt; inactive = no such curve, though single readings can be large or run the other way;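 note: 0% = wells with enzyme and -100% = buffer wells without enzyme; nearly all actives have a fitted effect of over 50% in size; many of its hits are not listed in these tables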
Target sequence (B2RXH2 1-337 limits assumed): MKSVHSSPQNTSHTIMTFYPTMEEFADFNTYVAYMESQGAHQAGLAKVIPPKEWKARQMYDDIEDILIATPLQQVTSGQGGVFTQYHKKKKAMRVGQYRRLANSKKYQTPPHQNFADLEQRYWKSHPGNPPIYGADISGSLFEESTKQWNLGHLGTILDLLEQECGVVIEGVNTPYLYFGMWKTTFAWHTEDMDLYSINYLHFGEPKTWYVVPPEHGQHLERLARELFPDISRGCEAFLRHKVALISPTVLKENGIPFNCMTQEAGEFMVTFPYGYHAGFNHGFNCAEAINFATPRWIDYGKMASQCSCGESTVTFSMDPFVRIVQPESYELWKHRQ
L3MBTL1 block – L3MBTL1 (human) inhibition; Q9Y468; AlphaScreen L3MBTL1–H3K9me1 peptide binding; Potency, µM (highest dose often 57.1 µM), without a hit: top-dose activity, negative = inhibition, usual class: inhibitors; hit rate 0.66% among 230,000; note: % is set by controls: 0 for no effect and ±100 for the full control effect; nearly all actives have a fitted effect of over 60% in size
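AlphaScreen proximity signal between nickel-chelate acceptor and streptavidin donor beads (final 10 ug/mL) reports binding of 50 nM L3MBTL1 to 75 nM biotin-H3 K9me1 peptide; complex incubated with compounds 30 min at room temperature; cefsulodin titration as control.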
ALDH1A1 inh – inhibitors of human aldehyde dehydrogenase 1A1. Potency, µM (titrated, usually from 75.3 µM), for the others: at the top dose activity, negative = inhibition, usual class: inhibitors. Purified ALDH1A1, NADH fluorescence, propionaldehyde substrate. AID 1030. hit rate 7.3% among 220,000. P00352; active = well fitted inhibition curve with a large enough effect, not every such curve was filed as active; inconclusive = small, poorly fitted or top-dose-only effect, or another doubt; inactive = no such curve, though single readings can be large or run the other way;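 note: plate controls were no enzyme wells and a reference inhibitor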
Target sequence (P00352 whole entry, looked up): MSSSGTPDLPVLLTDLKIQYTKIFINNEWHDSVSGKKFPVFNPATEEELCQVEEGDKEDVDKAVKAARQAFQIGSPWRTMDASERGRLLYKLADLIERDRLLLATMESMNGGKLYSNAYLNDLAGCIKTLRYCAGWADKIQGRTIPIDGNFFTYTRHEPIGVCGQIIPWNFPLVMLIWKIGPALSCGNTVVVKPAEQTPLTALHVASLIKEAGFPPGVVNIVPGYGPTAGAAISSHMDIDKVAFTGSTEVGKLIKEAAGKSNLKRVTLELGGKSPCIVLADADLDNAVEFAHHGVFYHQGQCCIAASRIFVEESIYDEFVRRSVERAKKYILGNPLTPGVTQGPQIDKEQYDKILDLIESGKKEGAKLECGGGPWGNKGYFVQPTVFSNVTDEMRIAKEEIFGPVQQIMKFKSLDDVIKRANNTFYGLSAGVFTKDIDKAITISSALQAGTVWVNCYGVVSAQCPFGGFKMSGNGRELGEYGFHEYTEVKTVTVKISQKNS
* marks the source's active call; other numbers are inactive results; i = inactive; ? = inconclusive; . = not tested or not shown; & = joins results of further samples; [ ] = dose if it differs, or a comment. Unless noted, calls come from the whole dose curve; as a rule, active = well fitted curve in the direction sought with a large enough effect; inconclusive = small, poorly fitted or top-dose-only effect, or another doubt; inactive = no such curve, though single readings can be large; an effect the other way counts as inactive or inconclusive. Potency is the fitted concentration of half-maximal effect. A portion of the library, so the mix of outcomes need not match the whole.

1. Cc1ccc(-n2c([S-])c(C(=O)NC(C)c3ccccc3)[n+]3ccccc23)cc1 (stereo not given)
2. Cc1ccc(C(=O)NC2(C(F)(F)F)NC(=O)N(c3ccc(Cl)cc3)C2=O)cc1 (stereo not given)
3. Cc1cc(N2CCC(C)CC2)c(F)cc1[N+](=O)[O-]
4. Cc1cc2nnc(SC3CCOC3=O)n2c2ccccc12 (stereo not given)
5. N#Cc1c2ccc(OCC(N)=O)cc2n2ccccc12
6. Cn1ccc(-c2cc(C(=O)O)c3ccccc3n2)n1
7. COc1ccc(C(=O)Nn2c(SCC(=O)NC3CCCCC3)nc3ccccc3c2=O)cc1
8. COC(=O)c1ccc(N2C(=O)CC(N3CCN(C(=O)c4ccco4)CC3)C2=O)cc1 (stereo not given)

assay / compound	1	2	3	4	5	6	7	8
SMN2 splice enh	1%	-31%	-1%	9%	-17%	6%	29%	-3%
RECQ1 helicase	-6%	-15%	-3%	i	i	0%	0%	-10%
LMNA splice mod	-2%[9.22 µM]	?	-8%	-4%	.	2%[46 µM]	1%	-9%
Tau fibril ThT	-5%	-1%	-13%	-4%	-8%	4%	-8%	-15%
KinaseGlo FLuc	-3%	1%	7%	-2%	-3%	-9%	14µM*	-3%
JMJD2E inh	2%	5%	6%	?	?	?	-30%	2%
L3MBTL1 block	26%	15%	-1%	0%	-22%	10%	.	6%
ALDH1A1 inh	3.2µM*	4%	10µM*	?	?	5%	?	13µM*

9. CN(C)Cc1cc(O)c(CN(C)C)cc1O
10. Nc1nc(-c2cccnc2)nn1C(=O)c1ccco1
11. Cc1ccc(O)c(NC(=O)CSc2n[nH]c(C)c2[N+](=O)[O-])c1
12. CC(C)(C)C(=O)NC1(C(F)(F)F)NC(=O)N(c2ccccc2F)C1=O (stereo not given)
13. Cc1nc2ccc(S(=O)(=O)NCC(=O)N3CCCC(C)C3)cc2s1 (stereo not given)
14. Cc1ccc2c(N)c(C(=O)N(c3ccccc3)c3ccccc3)sc2n1
15. Cc1sc(NC(=O)CSc2nnc(-c3ccc(F)cc3)o2)c(C#N)c1C
16. CC(C)c1ccc(NC(=O)c2cc(Br)ccc2Br)cc1

assay / compound	9	10	11	12	13	14	15	16
SMN2 splice enh	.	?	-7%	.	-51%[inhibitor]	-22%	-13%	4%
RECQ1 helicase	-2%	4%	-3%	10%	-12%	6%	-5%	i
LMNA splice mod	-1%[46 µM]	-3%	?	.	?	-8%	-3%	26%[46 µM]
Tau fibril ThT	7.1µM*	0%	-7%	3%	-2%	-2%	?	-5%
KinaseGlo FLuc	.	-3%	0%	.	-3%	2%	-2%	-2%
JMJD2E inh	?	4%	-2%	15%	7%	4%	-1%	-22%
L3MBTL1 block	3.2µM*	.	-4%	8%	0%	-6%	0%	13%
ALDH1A1 inh	?	-9%	-5%	.	-2%	?	-9%	-3%

17. CCN(CC)c1ccc(NC(=O)c2ccc(Br)o2)cc1
18. O=C(Nc1ccc(Cl)c(S(=O)(=O)N2CCOCC2)c1)c1cn2ccccc2n1
19. O=C(CSc1nnc(-c2ccc(Cl)cc2)n1-c1ccc(Cl)cc1)N/N=C/c1ccco1
20. COc1ccc(C(=O)COC(=O)CCN2C(=O)C3C4CC(C(Br)C4Br)C3C2=O)cc1 (stereo not given)
21. CCOC(=O)c1nn(-c2ccc(OCC)cc2)c2nc(CC(C)C)c(C#N)c(=O)n12
22. CC1CCCC(C)N1CC(O)COc1c(F)cc(Br)cc1F (stereo not given)
23. C/C(=N\N=C\c1ccc(N(C)C)cc1)c1cccc([N+](=O)[O-])c1
24. O=C(Nc1nc(-c2cccnc2)cs1)c1ccccc1Cl

assay / compound	17	18	19	20	21	22	23	24
SMN2 splice enh	11µM*	-50%[inhibitor]	-28%	-7%	-9%	2%	14µM*	8%
RECQ1 helicase	i	i	-7%	i	-4%	-6%	-3%	-6%
LMNA splice mod	-8%	-4%[46 µM]	?	2%	-3%	?	-2%	9%[46 µM]
Tau fibril ThT	-15%	6%	?	-12%	0%	-2%	1.3µM*	5%
KinaseGlo FLuc	-2%	1%	0%	11%	10%	-3%	-12%	4%
JMJD2E inh	3%	10%	2%	3%	?	-1%	-23%	-1%
L3MBTL1 block	?	5%	0%	2%	5%	-8%	-16%	4%
ALDH1A1 inh	-8%	20%	?	-5%	?	-8%	?	18%

Excerpt: entries 19 to 21
19. O=C(CSc1nnc(-c2ccc(Cl)cc2)n1-c1ccc(Cl)cc1)N/N=C/c1ccco1
20. COc1ccc(C(=O)COC(=O)CCN2C(=O)C3C4CC(C(Br)C4Br)C3C2=O)cc1 (stereo not given)
21. CCOC(=O)c1nn(-c2ccc(OCC)cc2)c2nc(CC(C)C)c(C#N)c(=O)n12

assay / compound	19	20	21
SMN2 splice enh	-28%	-7%	-9%
RECQ1 helicase	-7%	i	-4%
LMNA splice mod	?	2%	-3%
Tau fibril ThT	?	-12%	0%
KinaseGlo FLuc	0%	11%	10%
JMJD2E inh	2%	3%	?
L3MBTL1 block	0%	2%	5%
ALDH1A1 inh	?	-5%	?

(listing goes on)
25. C[C@H](NC(=O)OC(C)(C)C)c1nnc(SCC(=O)c2ccc(Cl)cc2)o1
26. Cn1c(Cn2c(=O)sc3ccccc32)nnc1SCc1cccnc1
27. Brc1cccc(-c2nnc(SCc3ccon3)n2-c2ccccc2)c1
28. COc1ccc(OC)c(CN(CCN2CCOCC2)C(=O)Nc2cccc(Cl)c2)c1
29. CC(C)CNc1nc(Oc2ccc(=O)[nH]n2)nc(N(C)C)n1
30. C/C=C/c1ccc(OCCN2C(=O)NC(C)(C)C2=O)c(OC)c1
31. Cc1ccc(C2C3=C(CC(C)(C)CC3=O)NC3=C2C(=O)c2ccccc23)cc1 (stereo not given)
32. CCN(CC)S(=O)(=O)c1cc(NS(=O)(=O)c2cccc(Cl)c2Cl)ccc1C

assay / compound	25	26	27	28	29	30	31	32
SMN2 splice enh	-19%	-3%	3%	8%	-11%	-11%	19%	48%
RECQ1 helicase	-4%	-6%	-13%	-10%	16%	-9%	-2%	1%
LMNA splice mod	?	2%	2%	-2%	1%	-9%	?	?
Tau fibril ThT	-7%	-8%	-12%	6%	-5%	5%	?	8%
KinaseGlo FLuc	-2%	19%	1%	-1%	-5%	-4%	-8%	-3%
JMJD2E inh	1%	9%	-2%	-1%	0%	?	0%	-9%
L3MBTL1 block	-1%	.	.	-9%	.	.	?	-3%
ALDH1A1 inh	1%	3%	4%	-3%	-14%	?	-5%	7.9µM*

33. O=C(Cn1cnnn1)OCC(=O)c1ccc(Cl)s1
34. O=C(NCc1ccccc1)N(Cc1cc2cc3c(cc2[nH]c1=O)OCCO3)CC1CCCO1 (stereo not given)
35. COc1ccc(OC)c(NC(=O)CCn2cccc2)c1
36. O=C(COC(=O)CCCN1C(=O)c2ccccc2C1=O)Nc1cc(Cl)cc(Cl)c1
37. CCOc1ccc(/C(CC)=N/NC(=O)C2(C)CC2(Br)Br)cc1 (stereo not given)
38. O=C(CSc1nnnn1C1CCCCC1)NCc1ccccc1
39. CCc1noc(C)c1C(=O)Nc1sc(C(=O)N(C)C)c(C)c1C(=O)OC
40. O=C(NCCCO)c1ccc(CSc2nc3ccccc3[nH]2)cc1

assay / compound	33	34	35	36	37	38	39	40
SMN2 splice enh	-8%	?	-5%	-15%	1%	0%	18%	.
RECQ1 helicase	?	?	3%	-6%	-10%	-3%	-11%	-2%
LMNA splice mod	12%	-9%	7%	?	5%	-7%	-8%	-1%[46 µM]
Tau fibril ThT	-15%	-7%	-10%	-8%	?	-4%	-13%	-18%
KinaseGlo FLuc	-2%	-1%	1%	16%	-6%	2%	3%	-6%
JMJD2E inh	?	?	-1%	7%	43%[activator]	6%	-3%	-6%
L3MBTL1 block	0%	5%	-16%	-1%	2%	-2%	-3%	4%
ALDH1A1 inh	-6%	?	0%	4%	-3%	?	-9%	-11%

41. S=c1[nH]nc(Cc2cccs2)n1-c1ccccc1Cl
42. CCOC(=O)CNc1nc2ccccc2n2c(C)nnc12
43. OCC1N=C(c2ccccn2)OC1c1ccccc1 (stereo not given)
44. Cc1c(NC(=O)C(C)OC(=O)/C=C/c2ccccc2)c(=O)n(-c2ccccc2)n1C (stereo not given)
45. COC(=O)[C@H](Cc1ccccc1)NC(=O)O[C@H]1C(=O)c2cc(OC)ccc2O[C@@H]1c1ccc(OC)c(Br)c1
46. CC(/C=C/c1ccccc1)=N/NC(=O)CCC(=O)Nc1ccccc1C
47. Cc1nnc(NC(=O)C2CCN(c3nnnn3-c3ccccc3)CC2)s1
48. CC[C@@H]1C(c2cccc(Cl)c2)=NN(c2ccccc2)[C@H]1C(=O)N1CCOC1=O
49. O=C(Nc1cccc(C(F)(F)F)c1)c1cccnc1NCCc1ccccc1

assay / compound	41	42	43	44	45	46	47	48	49
SMN2 splice enh	.	-20%	-4%	-13%	4%&-1%	14%	-9%	.	5%[1.84 µM]
RECQ1 helicase	i	20%	i	i	-5%&-11%	-11%	i	i	-2%
LMNA splice mod	.	-5%[46 µM]	-3%	-8%[46 µM]	.	-15%	3%	.	?
Tau fibril ThT	-5%	-4%&1%	-4%	10%	-13%&3%	-15%	0%	?	1%
KinaseGlo FLuc	2%	-1%	0%	3%	0%&-1%	1%	0%	-3%[39.9 µM]	-1%
JMJD2E inh	-8%	-6%	-3%	-4%	?	6%	1%	.	6%
L3MBTL1 block	3%	-3%	-2%	1%	.	36%[activator]	6%	.	57%[activator]
ALDH1A1 inh	?	?	12%	-3%	4%&1%	7%	20µM*	?	?

Source: PubChem BioAssay (National Center for Advancing Translational Sciences (NCATS))
